# Screening data from PubChem BioAssay.
# TRPC6 activator – mouse TRPC6 channel activation | Q61143 | HEK293-TRPC6 membrane potential dye fluorescence; active compounds read high | B-score at 10 µM | 310,000 tested, 0.13% active;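 active means B-score of the integrated fluorescence ratio above library mean plus 3 SD, and starting fluorescence ratio within library mean plus 5 SD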;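 further: higher score means more depolarization so channel activation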
# TRPC4 agonist – TRPC4 (mouse) channel activation | Q9QUQ5 | 310,000 tested, 0.49% active | B-score at 10 µM | HEK293 TRPC4beta/mu-opioid, Fluo4 calcium fluorescence; active compounds read high;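 active means B-score above 5 SD of library B-scores, and initial fluorescence ratio not above library mean plus 5 SD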;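 further: positive B-score marks a calcium rise read as TRPC4 activation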
#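 Assay system: HEK293 cells stably co-expressing mouse TRPC4beta and mu-opioid receptor / Timing: Fluo4 dye loading 45 min at room temperature, 110 s recording / Signal: Fluo4 calcium-sensitive dye fluorescence, kinetic, 1 Hz baseline / Read-out: integrated baseline-normalised fluorescence ratio, converted to per-well B score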
# MrgX1 agonist – human MrgX1 receptor agonism, primary screen; MrgX1-HEK293 cells, Fluo-4 calcium fluorescence, agonist mode; active compounds read high; B-score at 10 µM; 310,000 tested, 0.44% active; AID 588627;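 active means calcium response B-score plate-corrected fluorescence ratio at least 3 library SD, with starting fluorescence B-score inside 5 SD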
#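 Test system: HEK293 cells stably expressing human MrgX1 receptor; Input: fifteen thousand cells per well; Dosing: compound delivered in addition one of three; Schedule: overnight seeding, then 1 h dark dye loading; Technique: Fluo-4 NW calcium fluorescence; Measure: B-scored fluorescence response ratio; Controls: positive and negative controls per plate.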
# TRPC6 inh – mouse TRPC6 channel inhibition. Q61143. HEK293-TRPC6, membrane potential dye, ACh-evoked depolarization; active compounds read low. B-score at 10 µM. 310,000 tested, 1.1% active. AID 2553;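 active means B-score under library mean minus 3 SD, initial fluorescence not abnormally high, positive integrated signal ratio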;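 further: B-score derived from integrated fluorescence ratio over the kinetic read; more negative B-score means stronger inhibition of depolarization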
# MrgX1 antagonist – antagonists of human MrgX1 receptor; 310,000 tested, 1.3% active; MRGX1-HEK293 calcium flux, Fluo-4, BAM8-22 antagonism; active compounds read low; AID 588676; Q96LB2; B-score at 10 µM;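 active means calcium-response B-score plate-corrected more than 3 library SD below zero, starting fluorescence within 5 deviations, no agonist response on first addition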;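 further: peak minus trough fluorescence over baseline after final BAM8-22 challenge near maximal dose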
# ANO1 activ – activates or potentiates the mouse TMEM16A chloride channel; HEK293 TMEM16A/YFP-H148Q/I152L, iodide quench fluorescence; active compounds read low; Q8BHY3; AID 623877; 340,000 tested, 0.3% active; B-score at 10 µM;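 active means fluorescence-ratio B-score plate-corrected deviation score at least 3 library SD below zero, with starting fluorescence score within 5 deviations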;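 further: channel opened by trigger with iodide after compound preincubation; score built on the fluorescence ratio of max minus min over baseline; more negative score means more quench and so TMEM16A activation or potentiation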
# Target sequence (Q8BHY3 whole entry, looked up): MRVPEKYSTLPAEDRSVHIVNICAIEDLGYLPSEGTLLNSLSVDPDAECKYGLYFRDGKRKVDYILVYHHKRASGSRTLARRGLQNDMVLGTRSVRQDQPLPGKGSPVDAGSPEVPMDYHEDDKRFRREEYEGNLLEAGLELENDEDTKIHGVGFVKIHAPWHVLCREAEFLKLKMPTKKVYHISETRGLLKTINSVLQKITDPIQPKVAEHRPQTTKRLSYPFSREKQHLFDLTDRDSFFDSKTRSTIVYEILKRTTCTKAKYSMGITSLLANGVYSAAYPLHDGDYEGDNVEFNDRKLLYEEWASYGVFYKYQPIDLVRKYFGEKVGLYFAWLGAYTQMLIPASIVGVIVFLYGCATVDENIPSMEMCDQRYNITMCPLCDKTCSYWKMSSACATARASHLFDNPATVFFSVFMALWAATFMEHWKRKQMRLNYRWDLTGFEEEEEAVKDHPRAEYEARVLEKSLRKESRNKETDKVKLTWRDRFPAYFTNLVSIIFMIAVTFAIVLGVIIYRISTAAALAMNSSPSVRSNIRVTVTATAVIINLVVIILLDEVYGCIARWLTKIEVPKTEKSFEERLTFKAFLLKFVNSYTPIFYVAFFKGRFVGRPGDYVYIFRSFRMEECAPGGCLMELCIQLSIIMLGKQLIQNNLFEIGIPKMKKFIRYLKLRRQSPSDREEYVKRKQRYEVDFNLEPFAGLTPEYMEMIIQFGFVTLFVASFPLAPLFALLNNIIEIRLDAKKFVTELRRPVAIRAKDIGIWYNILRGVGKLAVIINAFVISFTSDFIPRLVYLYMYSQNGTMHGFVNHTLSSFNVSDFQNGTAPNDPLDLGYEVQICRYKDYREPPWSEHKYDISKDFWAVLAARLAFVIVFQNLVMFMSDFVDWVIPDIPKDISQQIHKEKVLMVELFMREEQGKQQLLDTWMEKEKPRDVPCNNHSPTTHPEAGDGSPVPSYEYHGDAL
# TMEM16A inh – inhibitors of mouse TMEM16A calcium-activated chloride channel | Q8BHY3 | HEK293 TMEM16A/YFP iodide influx fluorescence, ionomycin | normalized B-score (activity score, 25-100; higher = stronger inhibition) at 10 µM | 310,000 tested, 1.2% active;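 active means ratio plate-corrected score three or more library SD toward inhibition, starting fluorescence score within five deviations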;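 further: score derived from kinetic fluorescence span divided by baseline fluorescence per well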
# MrgX1 PAM – human MrgX1 positive allosteric modulation, primary screen. Q96LB2. MrgX1-HEK293, Fluo-4 calcium flux, FDSS; active compounds read high. B-score at 10 µM. 310,000 tested, 0.63% active. AID 588675;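 active means plate-corrected calcium response at least 3 library SD above typical, normal starting fluorescence, not activating the receptor alone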;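 further: compound read alongside a low EC10 to EC30 dose of BAM8-22 agonist; peak minus trough fluorescence over baseline measured at the second addition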
# SKKanGAS inh – blocks kanamycin growth of S. pyogenes SKKanGAS strain; BacTiter-Glo, 6 h; inhibition, % at 7.5 µM; 300,000 tested, 1.3% active;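 active means mean replicate score, as percent of positive control median, at least 50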;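 further: strain carries kanamycin resistance gene driven by streptokinase promoter and grows in 40 µg/ml kanamycin; loss of luminescence reflects streptokinase promoter inhibition or plain growth inhibition; 0% = median of DMSO wells and 100% = positive control at its reference dose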
# TRPC4 block – blocks the mouse TRPC4 cation channel. Q9QUQ5. HEK293 TRPC4beta/mu-opioid, DAMGO-evoked Fluo4 calcium flux; active compounds read low. B-score at 10 µM. 300,000 tested, 0.39% active. AID 2247;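 active means B-score over 3 SD under the library average, no early fluorescence shift, positive overall ratio signal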
#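 material = TRPC4beta/mu-opioid receptor HEK293 cell line | probe or stimulus = sequential submaximal and maximal DAMGO stimulation | compound dosing = one concentration per compound | measured by = Fluo4 Ca2+ flux fluorescence | evaluation = integrated fluorescence ratio relative to baseline, converted to per-well B score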
# TRPC4 PAM – allosterically enhances the mouse TRPC4 cation channel; HEK293 TRPC4beta/mu-opioid, DAMGO EC20, Fluo-4 Ca2+ flux; active compounds read high; B-score at 10 µM; 310,000 tested, 0.42% active; AID 2227;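 active means B-score of calcium response area above 5 SD of library B-scores, with initial fluorescence ratio within 5 SD of library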;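 further: B-score of integrated fluorescence ratio over time as area under calcium response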
# Active calls of the source: *; i = inactive; / = not tested or not shown.
no.	compound	TRPC6 activator	TRPC4 agonist	MrgX1 agonist	TRPC6 inh	MrgX1 antagonist	ANO1 activ	TMEM16A inh	MrgX1 PAM	SKKanGAS inh	TRPC4 block	TRPC4 PAM
1	CC1(C)CC(=O)C2=C(C1)OC(N)=C(C#N)[C@@]21C(=O)N(CC(N)=O)c2ccccc21	i	i	i	i	i	i	i	i	-4	i	i
2	CN(CC(=O)NCC1CCCCC1)S(=O)(=O)c1ccc(F)cc1	i	i	i	i	i	i	i	i	-4	i	i
3	CC1CCCC(NC(=O)COC(=O)[C@@H](NC(=O)c2ccco2)C(C)C)C1C (some centres not stated)	i	i	i	i	i	i	i	i	-4	i	i
4	C=CCn1c(SCC(=O)Nc2nc3ccccc3s2)nc(O)c(CC)c1=O	i	i	i	i	i	i	i	i	0	i	i
5	COc1ccc(C(=O)Nc2cc([N+](=O)[O-])ccc2N2CCCC2)cc1	i	i	i	i	i	i	i	i	-3	i	i
6	C/C(=N/NC(=O)c1cc(C)[nH]n1)c1ccncc1	i	i	i	i	i	i	i	i	-2	i	i
7	CS(=O)(=O)Nc1ccc(C(=O)N2CCN(c3ccccc3)CC2)cc1	i	i	i	i	i	i	i	i	-2	i	i
8	COC(=O)c1nc(NC(=O)c2ccccc2Cl)n[nH]1	i	i	i	i	i	i	i	i	-4	i	i
9	CC(=O)Nc1nc(NC(=O)C(Cl)(Cl)Cl)n(-c2ccccc2)n1	i	i	i	i	i	i	i	i	30	i	i
10	CCOC(=O)c1c(C)nc2ncccn12	i	i	i	i	i	i	i	i	3	i	i
11	O=C(NCCCN1CCOCC1)c1ccc(S(=O)(=O)Nc2ccccc2)cc1	i	i	i	i	i	i	i	i	-1	i	i
12	Cc1ccc([N+](=O)[O-])c(OCCCNCC(C)O)c1 (configuration not stated)	i	i	i	i	i	i	i	i	-1	i	i
13	COc1ccccc1N(C(=O)CNC(=O)c1ccco1)C(C(=O)NC1CCCC1)c1ccco1 (configuration not stated)	i	i	i	i	i	i	i	i	-2	i	i
14	COC(=O)/C(=C\c1ccc(O)cc1)c1nc2ccccc2[nH]1	i	i	i	i	i	i	i	i	16	i	i
15	O=C/C(=C\Nc1ccc(Cl)cn1)c1nc2ccccc2o1	i	i	i	i	i	i	i	i	8	i	i
16	COc1ccc(N(CC(=O)NC2CC3CCC2C3)S(=O)(=O)c2ccccc2)cc1Cl (configuration not stated)	i	i	i	i	i	i	i	i	2	i	i
17	Cc1cc(C(=O)N/N=C/c2c3ccccc3cc3ccccc23)n[nH]1	i	i	i	i	i	i	i	i	5	i	i
18	COc1ccc(NC(=O)N2CCCC2)cc1OC	i	i	i	i	i	i	25*	i	-1	i	i
19	COc1ccc(CCNC(=O)COC(=O)c2ccc(N3CCCC3=O)cc2)cc1OC	i	i	i	i	i	i	i	i	-4	i	i
20	Cc1occc1C(=O)NNS(=O)(=O)c1ccc([N+](=O)[O-])cc1	i	i	i	i	i	i	i	i	5	i	i
21	NC(=O)c1ccc2c(=O)c(O)c(-c3cc(Cl)c(N)c(Cl)c3)[nH]c2c1	i	i	i	i	i	i	i	i	2	i	i
22	Cn1c(SCC(=O)N(Cc2ccccc2)C(C)(C)C)nc2ccccc21	i	i	i	i	i	i	i	i	-3	i	i
23	CCOc1ccccc1N(CC(=O)Nc1ccc(S(=O)(=O)N2CCOCC2)cc1)S(=O)(=O)c1ccc(Cl)cc1	i	i	i	i	i	i	i	i	16	i	i
24	O=C(Cc1cccc2ccccc12)N/N=C/c1ccc(O)c([N+](=O)[O-])c1	i	i	i	i	i	i	i	i	5	i	i
25	COc1ccccc1CNC(=O)c1ccc(-c2ccccc2Cl)o1	i	i	i	i	i	i	i	i	52*	i	i
26	O=C(CCC(=O)OCC(=O)c1cccc([N+](=O)[O-])c1)Nc1cccc(Cl)c1Cl	i	i	i	i	i	i	i	i	1	i	i
27	Cc1ccc(C(=O)NCCc2nnc3ccc(NCCCN4CCOCC4)nn23)cc1	i	i	i	i	i	i	i	i	0	i	i
28	COc1cc(OC)c(C2C(C(=O)Nc3ccc(C)cc3C)=C(C)Nc3ncnn32)cc1OC (configuration not stated)	i	i	i	i	i	i	i	i	-12	i	i
29	CCOC(=O)c1ccc(NS(=O)(=O)c2cnc[nH]2)cc1	i	i	i	i	i	i	i	i	1	i	i
30	CC1(C)CC(=O)C(CC(=O)N2CCC(Cc3ccccc3)CC2)C(=O)C1	i	i	i	i	i	i	i	i	-5	i	i
31	COc1cc2c(cc1OC)C(C(=O)NC(C)c1ccccc1)CC(=O)N2 (configuration not stated)	i	i	i	i	i	i	i	i	-5	i	i
32	CCc1cc2c(NC(Cc3c[nH]c4ccccc34)C(=O)O)nc(C)nc2s1 (configuration not stated)	i	i	i	i	i	i	i	i	8	i	i
33	Fc1cccc(F)c1-n1c(CN2CCCCC2)csc1=S	i	i	i	i	i	i	i	i	6	i	i
34	Cc1ccsc1C(=O)C1CCCN(Cc2cc(F)ccc2-n2cccn2)C1 (configuration not stated)	i	i	i	i	i	i	i	i	19	i	i
35	COC(=O)c1ccccc1NS(=O)(=O)c1ccc(Cl)nc1	i	i	i	i	i	i	i	i	-2	i	i
36	N#C/C(=C\c1ccc(-c2ccccc2Cl)o1)C(=O)Nc1nc2ccccc2s1	i	i	i	i	i	i	i	i	12	i	i
37	O=C(CNC(=O)c1ccc(Br)cc1)NCCc1nc2ccccc2[nH]1	i	i	i	i	i	i	i	i	-2	i	i
38	c1ccc(CCNc2ncnc3ccccc23)cc1	i	i	i	i	i	i	25*	i	6	i	i
39	O=C(O)CC1(CC(=O)Nc2ccccc2C(=O)c2ccccc2)CCCC1	i	i	i	i	i	i	i	i	-2	i	i
40	O=C(CN1C(=O)S/C(=C\c2ccc(O)cc2)C1=O)c1ccccc1	i	i	i	i	i	i	i	i	-2	i	i
41	Cc1ccccc1NC(=O)CSc1nc2ccccc2o1	i	i	i	i	i	i	i	i	-3	i	i
42	O=C(NC1CC1)c1ccc(-c2ccccc2)cc1	i	i	i	i	i	i	i	i	2	i	i
43	CCOc1ccc(CCNc2nc3c(c(=O)n(C)c(=O)n3C)n2CC)cc1OCC	i	i	i	i	i	i	i	i	-5	/	i
44	CC(=O)OCCSc1c(-c2ccccc2)c2cc(Cl)ccc2[nH]c1=O	i	i	i	i	i	i	i	i	-1	i	i
45	Cc1ccc(Sc2nc3ccc(C)cn3c(=O)c2/C=N/O)cc1	i	i	i	i	i	i	i	i	0	i	i
46	O=C(COC(=O)Cc1ccccc1F)NCCNC(=O)COC(=O)Cc1ccccc1F	i	i	i	i	i	i	i	i	-3	i	i
47	CC(CC(=O)Nc1cccnc1)c1ccccc1 (configuration not stated)	i	i	i	i	i	i	i	i	-2	i	i
48	COc1ccc(Nc2nc(N)c(C(=O)c3ccc(OC)cc3)s2)cc1	i	i	i	i	i	i	i	i	12	i	i
49	O=C1CC(C(=O)N2CCN(c3ccccc3O)CC2)CN1Cc1ccccc1 (configuration not stated)	i	i	i	i	i	i	i	i	-2	i	i
50	Cc1ccc(NC(=S)N(C)C)cc1C	i	i	i	i	i	i	i	i	3	i	i
51	O=C(Nc1ccc(F)cc1)c1ccc2c(=O)n3c(nc2c1)CCCCC3	i	i	i	i	i	i	25*	i	-2	i	i
52	Cn1cccc1C(=O)NC(=O)COC(=O)CNC(=O)CNC(=O)c1ccc(Cl)cc1Cl	i	i	i	i	i	i	i	i	-1	i	i
53	COCCN1CC(C(=O)NCCc2nc(C)c(C)s2)CCC1=O (configuration not stated)	i	i	i	i	i	i	i	i	0	i	i
54	Cc1nc(Nc2ccc(Br)cc2Br)c([N+](=O)[O-])c(=O)[nH]1	i	i	i	i	i	i	i	i	2	i	i
55	COc1cc2c(cc1OC)CN(C(=O)c1cccc(S(=O)(=O)N(C)C)c1)CC2	i	i	i	i	i	i	i	i	1	i	i
56	COc1cccc(C(C(=O)NCC2CCCO2)N(C(=O)Cn2nnc3ccccc32)c2ccc(NC(C)=O)cc2)c1 (configuration not stated)	i	i	i	i	i	i	i	i	-3	i	i
57	COc1cc(NC(=O)CSCC(=O)Nc2cccc(C(F)(F)F)c2)c(Cl)cc1Cl	i	i	i	-7.3*	i	i	100*	i	-2	i	i
58	CCCCN(C)C(=O)c1cc2c(s1)-c1ccccc1S(=O)(=O)C2	i	i	i	i	i	i	i	i	8	i	i
59	CCCn1c(N2CCN(CC(=O)c3c[nH]c4ccccc34)CC2)nc2c1c(=O)[nH]c(=O)n2C	i	i	i	i	i	i	i	i	7	i	i
60	COc1ccc(CNC(=O)CN(CC2CCCO2)C(=O)CNS(=O)(=O)c2ccc(C)cc2)cc1 (configuration not stated)	i	i	i	i	i	i	i	i	-1	i	i

# (list continues)
no.	compound	TRPC6 activator	TRPC4 agonist	MrgX1 agonist	TRPC6 inh	MrgX1 antagonist	ANO1 activ	TMEM16A inh	MrgX1 PAM	SKKanGAS inh	TRPC4 block	TRPC4 PAM
61	CCC(=O)N1CCc2cc(S(=O)(=O)NC(C(=O)NCc3ccccc3)C(C)C)ccc21 (configuration not stated)	i	i	i	i	i	i	i	i	-12	i	i
62	CO/N=C/C(C#N)=C/c1ccc(OC)c(OC)c1	i	i	i	i	i	i	i	i	-3	i	i
63	Cc1ccc(S(=O)(=O)N2CCCCC2)cc1NC(=O)c1ccc2c(c1)OCO2	i	i	i	i	i	i	i	i	-14	i	i
64	Oc1[nH]c2ccccc2c1/C=N/c1nccs1	i	i	i	i	i	i	i	i	-2	i	i
65	COC(=O)c1ccc(NC(=O)CNC(=O)C2CCCCC2)c(C)c1	i	i	i	i	i	i	i	i	-5	i	i
66	OCC[C@@H]1C[C@@H](O)[C@H](O)[C@@]2(CCCc3ccccc3O2)O1	i	i	i	i	i	i	i	i	-5	i	i
67	Cn1nnnc1SCc1ccccc1[N+](=O)[O-]	i	i	i	i	i	i	i	i	2	i	i
